Screens: PubChem, National Center for Advancing Translational Sciences (NCATS)
HCV inhibitor: inhibitors of hepatitis C virus infection | AID 651820 | Huh7.5.1 HCVcc-Cre infection, luciferase reporter, 44 h | 3.4% of 340,000 active | Potency, µM (doses to about 41.8 µM), for inactives: top-dose activity change, negative = inhibition, usual class: inhibitors; also: potency is read from the fitted curve at half-maximal effect
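Cells (1,000/well) were plated 4 h before compound, then infected with HCVcc-Cre virus (~0.5 moi). After 44 h further culture, infection was read as luciferase luminescence following a 15 min substrate incubation at room temperature.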
HCMV inh: inhibitors of human cytomegalovirus. HFF cells, HCMV-luciferase reporter, 72 h; active compounds read low. activity change, negative = inhibition, % at 57.5 µM. 4.5% of 410,000 active. AID 1259415; in the data active = activity change below about -60%; inconclusive = no clear call, values can overlap the other calls; inactive = above about -39%
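Steps: HFFs plated, 16 h 37C; compounds added; HCMV-luciferase added to MOI 1 PFU/cell; 72 h 37C; OneGlo reagent, 5 min room temperature; luminescence read, normalized to controls.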
AMA1-RON2 inh: AMA1-RON2 (P. falciparum) interaction inhibition | AlphaScreen AMA1-biotinylated RON2 peptide binding | Potency, µM (highest dose often 58.2 µM), for the others: at the top dose activity change, negative = inhibition, hits mostly inhibitors | 0.2% of 360,000 active | AID 720542;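 also: potency is read from the fitted curve at half-maximal effect; 0% = vehicle wells and -100% = peptide control; nearly all actives have a fitted effect of over 45% in size; some results filed as inactive show a strong effect at the top dose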
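AMA1 (3D7) with his tag at 25 nM final met compounds first, then biotinylated RON2 peptide at 25 nM; detection used donor plus acceptor beads, 10 µg/mL apiece, read by AlphaScreen after 30 min at room temperature.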
AmpC inh detg: blocks E. coli AmpC beta-lactamase in detergent assay | P00811 | AmpC hydrolysis of nitrocefin, absorbance 480 nm, 0.01% Triton | Potency, µM (series often up to 114 µM), for inactives: at the highest dose activity change, negative = inhibition, most hits filed as inhibitors | 0.041% of 370,000 active;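 also: potency is read from the fitted curve at half-maximal effect; 0% = no-compound wells and -100% = no-enzyme wells; nearly all actives have a fitted effect of over 25% in size; some results filed as inactive show a strong effect at the top dose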
Target sequence (P00811 whole entry, looked up): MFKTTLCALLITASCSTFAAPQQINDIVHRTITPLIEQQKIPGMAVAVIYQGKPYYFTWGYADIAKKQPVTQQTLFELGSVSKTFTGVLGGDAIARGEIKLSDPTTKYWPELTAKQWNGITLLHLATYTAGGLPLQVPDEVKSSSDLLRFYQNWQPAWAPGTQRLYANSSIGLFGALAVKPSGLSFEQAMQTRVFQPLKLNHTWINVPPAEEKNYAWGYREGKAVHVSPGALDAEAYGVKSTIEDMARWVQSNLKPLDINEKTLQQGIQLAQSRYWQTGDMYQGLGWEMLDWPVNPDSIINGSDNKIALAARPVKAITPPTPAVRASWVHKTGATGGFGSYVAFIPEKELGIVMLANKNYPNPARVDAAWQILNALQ
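AmpC (5.3 nM in the dispensed reagent) in 20 mM phosphate pH 7.0 with 0.01% (detergent screen) or 0.0001% Triton X-100 was preincubated with compounds for 15 min at room temperature. Nitrocefin was then added from an 800 uM solution, and hydrolysis was followed at 480 nm.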
Sm TGR inh: S. mansoni TGR enzyme inhibition | purified TGR, DTNB reduction, TNB absorbance 405 nm | Potency, µM (titrated, usually from 114 µM), for the others: top-dose activity change, negative = inhibition, actives largely listed as inhibitors | Q962Y6 | 3% of 360,000 active; also: potency is read from the fitted curve at half-maximal effect; nearly all actives have a fitted effect of over 60% in size
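Kinetic colorimetric format: TGR-catalysed, NADPH-driven DTNB reduction monitored via TNB absorbance. Enzyme dispensed at 20 nM; compound exposure 15 min at room temperature before reaction start.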
FBPA Giardia inh: blocks Giardia fructose-bisphosphate aldolase activity. purified Giardia FBPA. Potency, µM (doses to about 59.6 µM), inactives show top-dose activity, negative = inhibition, most hits filed as inhibitors. 0.71% of 290,000 active. AID 2451; also: potency is read from the fitted curve at half-maximal effect; nearly all actives have a fitted effect of over 55% in size
Target sequence (A8B2U2 whole entry, looked up): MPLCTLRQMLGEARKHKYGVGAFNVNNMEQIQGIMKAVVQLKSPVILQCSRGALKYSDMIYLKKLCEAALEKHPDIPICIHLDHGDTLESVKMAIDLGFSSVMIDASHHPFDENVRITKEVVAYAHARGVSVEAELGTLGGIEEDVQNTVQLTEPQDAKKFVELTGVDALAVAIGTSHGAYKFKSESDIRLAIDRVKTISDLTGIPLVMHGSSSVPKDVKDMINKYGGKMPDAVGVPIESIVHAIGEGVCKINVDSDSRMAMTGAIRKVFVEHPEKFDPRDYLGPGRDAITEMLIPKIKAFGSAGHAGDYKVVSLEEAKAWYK
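Giardia FBPA (40 nM reagent) was preincubated 10 min at RT with compound (up to 57.5 uM final), then substrate plus GAPDH/TPI/NAD/arsenate coupling system with diaphorase/resazurin was added; resorufin fluorescence (525/598 nm) was read after 20 min.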
An asterisk follows results filed as active; ? = inconclusive; nt = not tested or not shown; & = joins results of further samples; [ ] = dose if it differs, or a comment. Unless noted, calls follow the shape of the dose curve; as a rule, active = well fitted curve in the direction sought with a large enough effect; inconclusive = small, poorly fitted or top-dose-only effect, or another doubt; inactive = no such curve, though single readings can be large; an effect the other way counts as inactive or inconclusive. Unless noted, % is scaled to controls: 0 for no effect and ±100 for the full control effect.

SMILES	HCV inhibitor	HCMV inh	AMA1-RON2 inh	AmpC inh detg	Sm TGR inh	FBPA Giardia inh
CC(Oc1ccc(-c2nccc(-c3ccccn3)n2)cc1)C(=O)NN (stereo unspecified)	1%	20	7%	5%	-33%	-6%
Cn1c(SCC(=O)Nc2ccc(N3CCOCC3)c(Cl)c2)nnc1C(O)c1ccccc1 (stereo unspecified)	-4%	13	-6%	-17%	6%	-8%
COCc1cc(C)n(CC(=O)Nc2ccc(N3CCOCC3)cc2)c(=O)c1C#N	2%[8.37 µM]	-35	-10%	-1%	-4%	nt
COc1ccccc1NC(=O)C1=C(C)Nc2nc(-c3cccs3)nn2C1c1cccc(O)c1 (stereo unspecified)	-13%	16	13%	-12%	0%	0%
O=C(CSc1nnc(CCCN2C(=O)c3cccc4cccc(c34)C2=O)n1-c1ccccc1)N1CCCCC1	-1%	-33	2%	6%	-25%	20%
CNCc1ccccc1OCc1ccc(F)cc1	7%	10	-2%	?	-1%	2%
Cc1ccc(S(=O)(=O)N2CCOCC2)cc1C(=O)N1C(=O)c2cccc(N)c2C1=O	-7%	26	23%	?	-2%	-13%
Cc1cccc(CN2C[C@]34CC[C@@H](C[C@@H]3S2(=O)=O)O4)c1	7.1µM*	19	4%	-3%	-2%	5%
Cc1sc[n+](CC(=O)c2ccc(Br)cc2)c1C	-2%	0	-7%	4%	4%	3%
CSc1ccc(CC2C(=O)Nc3ccccc32)cc1 (stereo unspecified)	nt	?	nt	5%	-4%	nt
CC(C)Oc1ccc(S(=O)(=O)N2CCOCC2)cc1NC(=O)C1CCCC1	4%	37	-2%	?	-7%	nt
N#C/C(=C\c1c(N2CCC(C(N)=O)CC2)nc2ccccn2c1=O)S(=O)(=O)c1ccc(Cl)cc1	7%	26	2%	8%	-2%	2%
S=c1[nH]nc(-c2ccccc2)n1C1C=CCCC1 (stereo unspecified)	4%	-16	60%[activator]	-5%	0%[11.4 µM]	-8%
O=C(O)/C(=C\c1cccs1)Sc1nnc(-c2ccc(F)cc2)o1	1%	-6	15%	-6%	-13%	4%
CC1(C)C(=O)CC[C@@]2(C)C1=CCC1C2CC[C@]2(C)C(=O)CCC12 (stereo partly specified)	12%	19	-4%	nt	nt	nt
CC(=O)Nc1ccc(CN2CCN(C3CCCCC3)C(CCO)C2)cc1 (stereo unspecified)	5%	-21	9%	?	-22%	2%
CCCCc1ccc(/C=C2\C(=O)c3ccccc3C(O)=C2C(=O)OCC)cc1	?	nt	nt	6%	11µM*	?
CNC(=O)NC(O)C(Cl)(Cl)Cl (stereo unspecified)	8%	?	-3%	-11%	1%	nt
CCOC(=O)C1=NNC2(CC(=O)N(c3cccc(C)c3)C2=O)C1 (stereo unspecified)	20%	0	-7%	2%	-4%	1%
O=C(NCCN1CCOCC1)/C(=C/c1ccc(F)cc1)NC(=O)c1ccccc1	12%	-23	12%	-2%	-2%	nt
CCN(CC)CCNC(=O)c1sc2ncccc2c1-n1cccc1	nt	7	nt	4%	-1%	nt
CC12CCC(=O)CC1CCC1C2C(=O)CC2(C)C1CCC2(C)O (stereo unspecified)	0%	0	?	nt	nt	nt
O=C(OCc1c(-c2ccccc2)ncc2ccccc12)c1cccc(Br)c1	?	-22	-4%	6%	1%	nt
Cc1ccc2[nH]c3c(c2c1)CN(C(C)C)CC3	10%	48	4%	?	-1%	9%

Another view of 7 compounds above.
Sequence of screens – HCV inhibitor, HCMV inh, AMA1-RON2 inh, AmpC inh detg, Sm TGR inh, FBPA Giardia inh
O=C(O)/C(=C\c1cccs1)Sc1nnc(-c2ccc(F)cc2)o1
 : 1%, -6, 15%, -6%, -13%, 4%
CC1(C)C(=O)CC[C@@]2(C)C1=CCC1C2CC[C@]2(C)C(=O)CCC12 (stereo partly specified)
 : 12%, 19, -4%, nt, nt, nt
CC(=O)Nc1ccc(CN2CCN(C3CCCCC3)C(CCO)C2)cc1 (stereo unspecified)
 : 5%, -21, 9%, ?, -22%, 2%
CCCCc1ccc(/C=C2\C(=O)c3ccccc3C(O)=C2C(=O)OCC)cc1
 : ?, nt, nt, 6%, 11µM*, ?
CNC(=O)NC(O)C(Cl)(Cl)Cl (stereo unspecified)
 : 8%, ?, -3%, -11%, 1%, nt
CCOC(=O)C1=NNC2(CC(=O)N(c3cccc(C)c3)C2=O)C1 (stereo unspecified)
 : 20%, 0, -7%, 2%, -4%, 1%
O=C(NCCN1CCOCC1)/C(=C/c1ccc(F)cc1)NC(=O)c1ccccc1
 : 12%, -23, 12%, -2%, -2%, nt

(further entries)
SMILES	HCV inhibitor	HCMV inh	AMA1-RON2 inh	AmpC inh detg	Sm TGR inh	FBPA Giardia inh
CC(=O)c1c(C)[nH]c(C(=O)CSc2nnc(C)s2)c1C	-18%	46	18%	-4%	-30%	-22%
N=c1c(C(=O)NC2CCCCC2)cc2c(=O)n3ccccc3nc2n1CCc1ccccc1	?	-4	-1%	4%	-1%	14%
Cc1ccc(-c2nsc3c(N4CCN(C(=O)c5ccco5)CC4)ncnc23)cc1	nt	nt	nt	-23%	0%	-1%
CCc1cc(CC)c(/C=N/NC(N)=O)c(CC)c1/C=N/NC(N)=O	-6%	?	11%	5%	-3%	-1%
CC1(C)Cc2nc(Cl)c(C(=O)O)cc2CO1	12%	-28	0%	5%	nt	0%
CCOc1ccc2cc(/C=C/C(=O)c3ccco3)c(Cl)nc2c1	16%	153	-9%	0%	-9%	0%
O=C(CCN1C(=O)/C(=C/c2ccccc2)SC1=S)NCCCN1CCOCC1	-13%	-20	-15%	-4%	-15%	-4%
Nn1c(SCC(=O)Nc2ccc(F)cc2)nnc1C1CCCCC1	-4%	0	8%	?	21%	2%
CCCCN1C(=O)NC(c2cccc([N+](=O)[O-])c2)C(C(=O)OCC)=C1C (stereo unspecified)	-9%	1	24%	nt	nt	nt
Cc1ncc(CN2CCCC(C(=O)Nc3ccc(-c4cccc(F)c4)cc3)C2)n1C (stereo unspecified)	3.5µM*	-29	-14%	-6%	0%	nt
Cc1nn(CCC(=O)Nc2ccccc2Br)c(=O)c2nn(-c3ccccc3)c(C)c12	nt	46	nt	3%	7%	nt
CCc1cc(C(=O)N(CC)CC(=O)Nc2ccc(OC)cc2)sc1C	?	-26	30%[activator][11.6 µM]	?	-16%	nt
O=C(CN1C(=O)/C(=C\c2ccc(F)cc2)Oc2ccccc21)NCc1ccco1	22%	11	5%	-4%	-1%	-1%
COc1cccc(NC(=O)C2(S(=O)(=O)c3ccc(Cl)cc3)CC2)c1	19%	-34	-2%	-6%	11%	0%
CC(=O)Nc1cccc(-c2nc3ccc(NC(C)=O)cc3[nH]2)c1	-7%	-10	1%	-3%	2%	-18%
O=C(Cn1nnc(-c2ccc(F)cc2)n1)OCC(=O)c1ccccc1	10%	22	5%	?	10µM*	-5%
O=C(CSc1nc2ccsc2c(=O)n1Cc1ccccc1F)NCc1ccccc1Cl	nt	-91*	nt	-4%	2%	nt
Cc1ccc(C(=O)NNC(=O)C2CCN(c3ncccn3)CC2)cc1	-9%	-15	6%	-1%	8%	4%
Cn1c(C(O)C(O)c2ccccc2)nc2ccccc21 (stereo unspecified)	12%	-22	-4%	2%	-3%	2%
Nc1ccccc1NC(=O)CCn1c(=S)[nH]c2ccccc2c1=O	-15%	0	86%[activator]	0%	5%	nt
C#CC1(O)CCC2C3CCc4cc(O)cc(C)c4C3CCC21C (stereo unspecified)	?	-28	-26%	nt	nt	nt
O=S(=O)(N1CCCCC1)N1CCN(S(=O)(=O)N2CCCCC2)CC1	18%	8	11%	-2%	-1%	2%
Cc1ccccc1OCCSc1nnc(-c2cccnc2)n1N	-8%	-31	1%	-17%	2%	6%
Cc1ccc(S(=O)(=O)N/N=C\C=C\c2ccccc2)cc1	?	-7	-7%	-2%	?	-1%
COc1ccccc1-n1nnnc1SCC(=O)Nc1cc(C)on1	-5%	23	11%	4%	3%	2%
CCC(CC)c1nnc(NC(=O)[C@@H](NC(=O)c2cccc(C)c2)C(C)C)s1	3%	-1	15%	-16%	-1%	4%
CN(C)CCC(O)(c1ccccc1)c1ccccc1	1%	nt	-2%	3%	-1%	3%
CCOC(=O)Nc1ccc2c(c1)N(C(=O)CCN1CCOCC1)c1ccccc1S2=O (stereo unspecified)	-29%	35	-8%	?	?	-5%
Cc1ccc(CSc2nnc(Nc3ccc(C)cc3)s2)cc1	-9%	9	23%	-14%	1%	-10%
CC(=O)Nc1ccccc1C(=O)OCc1ccc(F)cc1	-6%	-22	1%	-7%	17%	0%
COc1ccc(CNC(=O)C(=O)NCC2CCCN2S(=O)(=O)c2ccccc2)cc1 (stereo unspecified)	?	-11	-13%	-3%	0%	nt
CCc1nn(CC(=O)N2CCN(c3cccc(C)c3C)CC2)c(=O)c2cc3occc3n12	nt	-16	nt	0%	-5%	nt
CCOc1ccc(S(=O)(=O)N2CCN(Cc3ccccc3)CC2)c2cccnc12	-12%	?	-25%	-10%	?	-8%
CCCCOC(=O)/C(=C/C=C/c1ccccc1)NC(=O)c1ccccc1	?	-6	16%	-5%	-7%	1%
CC(=O)N1c2ccccc2C2(C)C(C1(C)C)C2(Cl)Cl (stereo unspecified)	29%	-4	1%	2%	nt	-7%
COc1cc(/C=C2/C(=N)N3C=CSC3=NC2=O)ccc1OCCCOc1c(C)cccc1C	-8%	21	79%[activator]	0%	0%	2%
COc1ccc(-n2c(Cc3cccn3C)nnc2SCC(=O)Nc2ccc(C)c(Cl)c2)cc1	-18%&-3%	6	-8%	-6%	-28%	1%
Cc1nc2sccn2c(=O)c1S(=O)(=O)Nc1cccc(Cl)c1C	3%	-2&-4	3%	18%	20%&12%	-8%
CC1CCN(CC(=O)Nc2nn(-c3ccccc3)nc2C(N)=O)CC1	-2%	-12	64%[activator]	5%	9%	6%
COc1ccc(C(=O)Cn2cc([N+](=O)[O-])nc2C)cc1	4%	-9	15%	0%	-1%	1%
CN1CCN(c2c([N+](=O)[O-])cnc3ccccc23)CC1	6%	137	-7%	nt	nt	nt
CC(=O)N[C@H]1[C@H](OCc2ccccc2F)O[C@H](COC(C)=O)[C@@H](OC(C)=O)[C@@H]1OC(C)=O	12%	-19	13%	12%	-3%	4%
CCOc1ccc(NC(=O)NCCCSC2CCCCC2)cc1	5%	-11	17%	1%	14%	3%
O=S(=O)(c1ccccc1)c1nc(-c2ccccc2)oc1N1CCOCC1	-18%	-13	-2%	2%	8%	5%
O=C(NC(=S)Nc1ccccc1N1CCOCC1)c1cccc([N+](=O)[O-])c1	?	-4	78%[activator]	0%	?	nt
COc1ccccc1N1CCN(C2CCCN(C(=O)c3cccc(-c4ccco4)c3)C2)CC1 (stereo unspecified)	?	-6	-22%	-4%	-22%	nt
COc1ccccc1CNc1ccc(C(=O)O)cc1	10%	2	12%	?	0%	16%
CCN1CCC(NC(=O)Nc2ccc(F)cc2)CC1	14%	0	12%	-1%	-2%	0%
CN1CCN(C(=O)c2cn(C)c3ccc(S(=O)(=O)N(C)C4CCCCC4)cc3c2=O)CC1	0%	7	-1%	7%	-6%	7%
Cc1c(Br)c(C(F)(F)F)nn1CC(=O)N1CCCC1	16%	-35	-6%	-5%	-7%	-2%
O=C(NC12CC3CC(CC(C3)C1)C2)C1=COCCO1	1%	6	14%	?	0%	4%
CC(SCc1ccc(C(=O)O)o1)c1ccc(C(=O)O)o1 (stereo unspecified)	4%	?	-4%	2%	-35%	-3%
